Screening results from PubChem.
CHRM5 PAM: CHRM5 positive allosteric modulation; AID 624038; P08912; CHO-K1 hM5, Fluo-8 calcium, ACh EC20 PAM; 0% = ACh EC20, 100% = ACh EC100; hit rate 0.3% among 360,000; activation, % at 3 µM;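 active = activation above the run cutoff, the mean activation of all test compounds plus 3 SD, cut at about 18% in these data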
Target sequence (P08912 whole entry, looked up): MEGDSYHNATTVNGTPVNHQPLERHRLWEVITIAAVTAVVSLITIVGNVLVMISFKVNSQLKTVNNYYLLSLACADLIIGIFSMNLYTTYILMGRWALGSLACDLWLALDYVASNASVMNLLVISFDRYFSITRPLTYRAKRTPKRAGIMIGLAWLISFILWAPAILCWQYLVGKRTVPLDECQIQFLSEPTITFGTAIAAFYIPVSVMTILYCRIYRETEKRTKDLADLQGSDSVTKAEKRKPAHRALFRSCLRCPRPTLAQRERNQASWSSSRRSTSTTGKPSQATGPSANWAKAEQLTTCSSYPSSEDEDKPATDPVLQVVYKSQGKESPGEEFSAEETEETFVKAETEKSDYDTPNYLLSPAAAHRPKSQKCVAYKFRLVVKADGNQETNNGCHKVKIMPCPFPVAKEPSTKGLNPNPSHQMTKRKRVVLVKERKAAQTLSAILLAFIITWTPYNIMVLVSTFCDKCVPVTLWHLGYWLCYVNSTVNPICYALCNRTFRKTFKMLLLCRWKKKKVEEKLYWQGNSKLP
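Test system: CHO-K1 hM5 cells / Doses: single-point, 3 µM nominal / Times: Post-acetylcholine fluorescence recording 140 s / Technique: Fluo-8 calcium fluorescence / Measure: Max/basal fluorescence ratio as % of EC20–EC100 ACh window / Benchmarks: low control EC20 acetylcholine (0%), high control EC100 acetylcholine (100%) / Replicates: one well per compound, no replicates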
CRFBP-R2 agonist: agonists of human CRF-binding protein/CRF-R2 receptor complex. AID 588473. activation, % at 13.2 µM. hit rate 0.46% among 350,000. HEK293 CRF-R2/CRF-BP, calcium dye fluorescence (FLIPR); percent of saturating CRF peptide response;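 active = activation of at least 50%, plus an integration ratio under a set limit after plate pattern correction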;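 note: plate controls were neutral control wells without compound for no effect and CRF at EC100 for full effect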
M1 PAM: positive allosteric modulators of human M1 muscarinic receptor. P11229. activation, % at 3 µM. CHO-K1 hM1, Fluo-8 calcium fluorescence, ACh EC20; 0% = ACh EC20, 100% = maximal ACh. AID 588819. hit rate 0.088% among 360,000; in the data active = activation above about 19%, passing the limit was not always enough
M4 antag: CHRM4 antagonism in calcium assay. P08173. inhibition, % at 3 µM. hit rate 0.73% among 360,000. CHO-hM4 cells, ACh EC80, Fluo-8 calcium fluorescence;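 active = inhibition above its plate's cutoff, the mean inhibition of sample wells plus 3 SD, cut at about 27% in these data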;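 note: 0% = acetylcholine EC80 with DMSO and 100% = DMSO without agonist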
CHRM5 agonist: CHRM5 agonism in calcium assay | P08912 | CHO-K1 hM5 cells, Fluo-8 calcium fluorescence; 0% DMSO wells, 100% maximal acetylcholine response | activation, % at 3 µM | hit rate 0.19% among 360,000 | AID 624037;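 active = activation above the run's mean over test compounds plus 3 SD, cut at about 23% in these data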;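 note: signal is peak over basal fluorescence ratio across the kinetic read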
CHRM5 antagonist: CHRM5 antagonism in calcium assay; inhibition, % at 3 µM; CHO-hM5 cells, Fluo-8 calcium fluorescence, ACh EC80; P08912; AID 624040; hit rate 0.59% among 360,000;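 active = inhibition above a per-plate cutoff, the mean of that plate's test compounds plus 3 SD, cut at about 27% in these data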;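 note: 0% = acetylcholine EC80 with DMSO and 100% = DMSO without agonist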
M1 antag: antagonists of human M1 muscarinic receptor | inhibition, % at 3 µM | CHO-K1 hM1, Fluo-8 calcium fluorescence, ACh EC80 antagonist | P11229 | hit rate 1.3% among 360,000;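 active = percent inhibition above its own plate's cutoff, namely the mean of that plate's compound wells plus 3 SD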;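 note: peak over basal fluorescence ratio during 140 s after agonist addition; 0% = ACh EC80 plus DMSO and 100% = DMSO alone without agonist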
CHRM4 agonist: agonists of human muscarinic M4 receptor (CHRM4). hit rate 0.14% among 360,000. CHO-K1 hM4/Gqi5, Fluo-8 calcium fluorescence; vehicle 0%, full acetylcholine response 100%. AID 624127. P08173. activation, % at 3 µM;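 active = activation above the run mean over all test wells plus 3 SD, cut at about 32% in these data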;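 note: peak over basal fluorescence ratio per well then scaled between controls; 0% = DMSO wells and 100% = acetylcholine at EC100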
M4 PAM: positive allosteric modulators of human muscarinic M4 receptor; P08173; CHO-K1 hM4/Gqi5, Fluo-8 calcium fluorescence, ACh EC20; 0% = ACh EC20, 100% = maximal ACh; activation, % at 3 µM; hit rate 0.4% among 360,000;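 active = activation above its plate's cutoff, the mean activation of sample wells plus 3 SD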; note: some results filed as inactive read as strong as hits
Active calls of the source: *.

SMILES	CHRM5 PAM	CRFBP-R2 agonist	M1 PAM	M4 antag	CHRM5 agonist	CHRM5 antagonist	M1 antag	CHRM4 agonist	M4 PAM
COc1ccc(-c2cnnn2-c2ccc(NC(=O)/C=C/c3ccc(OC)c(OC)c3)cc2)cc1	-6	-0.6	-3	-1	1	14	8	2	2
CCC(C)[C@H]1CNC(=S)N1CCc1cc(C(F)(F)F)cc(C(F)(F)F)c1 (stereo partly specified)	-9	6.2	-8	-8	-12	-8	0	1	-2
Cc1c(/C=N\NC(=O)c2c[nH]c3ccccc23)cnn1C	-2	2.4	2	8	0	4	-3	5	5
CS(=O)(=O)N1CCC(C(=O)NCC2CCCO2)CC1 (stereo unspecified)	-5	1.4	-10	-4	1	6	21	0	2
O=C(Cc1ncn[nH]1)NCCc1ccccc1	-5	-0.7	13	-8	-1	2	-21	0	4
Cc1ccc(/C=N/NC(=O)Cn2nnc(N)n2)cc1	-3	0.5	-3	-13	1	4	5	0	-4
CCN(CC)N=Nc1ccc(C(=O)O)cc1	-5	-0.8	1	3	0	0	-7	0	-2
COc1ccc(Nc2nc(C)cc(=O)[nH]2)c(OC)c1	-4	-1.2	3	6	1	7	-15	-1	5
COc1ccc(NC(=O)COC(=O)c2ccc(S(=O)(=O)N3CC(C)CC(C)C3)cc2)cc1OC (stereo unspecified)	-2	1.2	-6	1	0	0	4	0	-2
O=C(Nc1cccc(F)c1)c1cccc(S(=O)(=O)N2CCOCC2)c1	0	-0.7	-8	4	4	-2	13	4	-5
Cc1noc(C)c1NC(=O)N(C)C[C@H]1Oc2c(NC(=O)Nc3ccc4c(c3)OCO4)cccc2C(=O)N([C@H](C)CO)C[C@@H]1C	5	0.7	9	3	3	-2	-4	3	6
COC(=O)c1ccc(Oc2coc3cc(OCc4ccc([N+](=O)[O-])cc4)ccc3c2=O)cc1	5	0.0	-2	-2	0	-2	4	1	3
O=C(Nc1ccc2c(c1)CCC2)c1cnc(Cl)c(Cl)c1	-13	-0.3	-4	-5	-5	12	0	6	-4
COc1ccc(C2/C(=C(\O)c3ccc4c(c3)OCCO4)C(=O)C(=O)N2Cc2cccnc2)cc1 (stereo unspecified)	-10	-0.7	-3	8	0	14	13	20	-5
Cc1c(C=O)c2ccccn2c1C(=O)c1ccc(F)cc1	-3	-2.3	13	-2	-4	7	-8	1	0
CC(CCc1ccccc1)NC(=O)C1CCN(S(=O)(=O)c2ccc(F)cc2)CC1 (stereo unspecified)	2	-1.2	11	-6	2	-2	-15	4	-3
CC(NC(=O)COc1cccnc1[N+](=O)[O-])c1ccc(F)cc1 (stereo unspecified)	1	-0.2	-6	-20	-4	-4	14	2	0
CCS(=O)(=O)NCC(c1cccnc1)N1CCN(c2ccccc2F)CC1 (stereo unspecified)	-7	-0.8	14	3	-1	7	-8	1	4
CC(C)CNCC1OCc2ccccc2CO1	4	0.2	7	12	-4	8	-6	1	0
O=c1cc(CSc2nnc(COc3ccccc3)n2-c2ccccc2)c2ccccc2[nH]1	2	1.6	1	12	2	1	4	1	9

3 structures out of the list, sorted by number of heavy atoms, highest first.
SMILES	CHRM5 PAM	CRFBP-R2 agonist	M1 PAM	M4 antag	CHRM5 agonist	CHRM5 antagonist	M1 antag	CHRM4 agonist	M4 PAM
Cc1noc(C)c1NC(=O)N(C)C[C@H]1Oc2c(NC(=O)Nc3ccc4c(c3)OCO4)cccc2C(=O)N([C@H](C)CO)C[C@@H]1C	5	0.7	9	3	3	-2	-4	3	6
COc1ccc(C2/C(=C(\O)c3ccc4c(c3)OCCO4)C(=O)C(=O)N2Cc2cccnc2)cc1 (stereo unspecified)	-10	-0.7	-3	8	0	14	13	20	-5
O=c1cc(CSc2nnc(COc3ccccc3)n2-c2ccccc2)c2ccccc2[nH]1	2	1.6	1	12	2	1	4	1	9

Single records, from the list above:
COC(=O)c1ccc(Oc2coc3cc(OCc4ccc([N+](=O)[O-])cc4)ccc3c2=O)cc1 is entered as CHRM5 PAM = 5; CRFBP-R2 agonist = 0.0; M1 PAM = -2; M4 antag = -2; CHRM5 agonist = 0; CHRM5 antagonist = -2; M1 antag = 4; CHRM4 agonist = 1; M4 PAM = 3
CC(NC(=O)COc1cccnc1[N+](=O)[O-])c1ccc(F)cc1 (stereo unspecified) is entered as CHRM5 PAM = 1; CRFBP-R2 agonist = -0.2; M1 PAM = -6; M4 antag = -20; CHRM5 agonist = -4; CHRM5 antagonist = -4; M1 antag = 14; CHRM4 agonist = 2; M4 PAM = 0
CCN(CC)N=Nc1ccc(C(=O)O)cc1 is entered as CHRM5 PAM = -5; CRFBP-R2 agonist = -0.8; M1 PAM = 1; M4 antag = 3; CHRM5 agonist = 0; CHRM5 antagonist = 0; M1 antag = -7; CHRM4 agonist = 0; M4 PAM = -2

Carrying on.
SMILES	CHRM5 PAM	CRFBP-R2 agonist	M1 PAM	M4 antag	CHRM5 agonist	CHRM5 antagonist	M1 antag	CHRM4 agonist	M4 PAM
O=C(NC1CCS(=O)(=O)C1)c1c(NC(=O)C2COc3ccccc3O2)sc2c1CCCC2 (stereo unspecified)	0	1.3	-3	3	-2	9	10	6	0
COc1ccc(S(=O)(=O)N2CCOCC2)cc1C(=O)N1CCCCCC1	-3	-0.6	16	-8	-1	15	-20	1	5
COc1cc(C(=O)Nn2cnnc2)ccc1OC(F)F	10	-0.6	-3	6	-1	-1	10	2	1
Cc1cc2c(C)c(C)c(=O)[nH]c2cc1N	8	0.1	2	-6	-1	-7	-12	0	3
O=C1[C@H](Cc2ccccc2)NCCCC[C@@H](c2ccc(Cl)cc2)N1Cc1ccccc1	16	5.5	7	-12	12	-4	3	4	21

No enrichment for hits; 2.8% or so of the library scored in one or more.
